Screening results (PubChem)
Shiga inhibitor – inhibitors of Shiga toxin in Vero cells; Vero cells, Shiga toxin protein synthesis inhibition reporter; inhibition, % at 38.7 µM; AID 2315; 9.2% of 290,000 active; in the data active = inhibition mostly above about 28%, no sharp cut-off; inactive = mostly below about 43%; also: 0% is about no effect
Pf growth 48h – P. falciparum growth inhibition at 48 hours (one generation). P. falciparum luciferase growth in erythrocytes, 48 h. Potency, µM (titrated, usually from 28.7 µM), for inactives: top-dose activity change, negative = inhibition, actives largely listed as inhibitors. 5.9% of 310,000 active. AID 504832; also: potency is read from the fitted curve at half-maximal effect; % is scaled to controls: 0 for no effect and ±100 for the full control effect
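Luminescence readout; reporter = integrated firefly luciferase in P. falciparum. RBC culture at 2% hematocrit, 0.1% parasitemia final, 37 C/5% CO2; decreased signal taken as growth inhibition.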
Tb PYK inh – T. brucei pyruvate kinase inhibition; TbPYK enzyme, Kinase-Glo Plus ATP luminescence, 45 min; Potency, µM (doses to about 76.8 µM), for the others: at the top dose activity, negative = inhibition, most hits filed as inhibitors; AID 624173; Q57TT1; 0.12% of 410,000 active; also: potency is read from the fitted curve at half-maximal effect; % is scaled to controls: 0 for no effect and ±100 for the full control effect; nearly all actives have a fitted effect of over 50% in size
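Quantitative HTS: titrated library compounds versus trypanosomal pyruvate kinase in TEA buffer (pH 7.2) containing KCl, MgCl2, BSA and Tween-20. Reactions were initiated with ADP, 130 uM final. Kinase-Glo Plus luminescence was read after 45 min at RT.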
Cycloheximide cs – counter-screen for Shiga toxin inhibitors: cycloheximide protein synthesis inhibition; max response, %; 12% of 300,000 active; cell reporter, cycloheximide protein synthesis inhibition counterscreen; in the data active = max response mostly above about 13%, no sharp cut-off; inactive = mostly below about 14%; also: read at 38.3 µM for the half of the compounds with a filed dose; 0% is about no effect
LmPK inhibitor – inhibitors of Leishmania mexicana pyruvate kinase; Q27686; purified LmPK, Kinase-Glo ATP luminescence, 1 h; Potency, µM (titrated, usually from 57.5 µM), inactives show at the top dose activity change, negative = inhibition, actives largely listed as inhibitors; 0.37% of 290,000 active; AID 1721; also: potency is read from the fitted curve at half-maximal effect; % is scaled to controls: 0 for no effect and ±100 for the full control effect
Target sequence (Q27686 whole entry, looked up): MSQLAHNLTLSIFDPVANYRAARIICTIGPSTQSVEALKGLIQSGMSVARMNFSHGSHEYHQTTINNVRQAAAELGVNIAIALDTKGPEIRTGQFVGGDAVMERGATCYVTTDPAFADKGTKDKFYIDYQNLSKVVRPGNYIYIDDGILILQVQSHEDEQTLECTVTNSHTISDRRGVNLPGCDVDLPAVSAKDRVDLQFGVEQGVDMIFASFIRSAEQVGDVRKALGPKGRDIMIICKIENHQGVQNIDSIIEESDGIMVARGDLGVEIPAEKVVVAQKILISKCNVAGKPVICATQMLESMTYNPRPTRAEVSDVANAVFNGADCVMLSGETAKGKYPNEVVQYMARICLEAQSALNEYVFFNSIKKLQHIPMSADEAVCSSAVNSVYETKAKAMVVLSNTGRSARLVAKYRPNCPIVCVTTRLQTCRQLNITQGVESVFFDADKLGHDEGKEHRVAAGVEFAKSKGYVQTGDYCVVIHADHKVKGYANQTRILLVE
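Kinase-Glo luminescence read after 1 h RT reaction of 0.1 nM LmPK with 0.5 mM PEP and 0.1 mM ADP. Activity scaled between uninhibited and enzyme-free controls.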
AmpC no deterg – inhibitors of E. coli AmpC beta-lactamase without detergent. P00811. AmpC nitrocefin hydrolysis, absorbance 480 nm, 0.0001% Triton. Potency, µM (highest dose often 57.1 µM), without a hit: at the top dose activity change, negative = inhibition, most hits filed as inhibitors. 0.52% of 330,000 active;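 also: potency is read from the fitted curve at half-maximal effect; plate controls were no compound for no effect and no enzyme for full effect; nearly all actives have a fitted effect of over 20% in size; some results filed as inactive show a strong effect at the top dose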
Target sequence (P00811 whole entry, looked up): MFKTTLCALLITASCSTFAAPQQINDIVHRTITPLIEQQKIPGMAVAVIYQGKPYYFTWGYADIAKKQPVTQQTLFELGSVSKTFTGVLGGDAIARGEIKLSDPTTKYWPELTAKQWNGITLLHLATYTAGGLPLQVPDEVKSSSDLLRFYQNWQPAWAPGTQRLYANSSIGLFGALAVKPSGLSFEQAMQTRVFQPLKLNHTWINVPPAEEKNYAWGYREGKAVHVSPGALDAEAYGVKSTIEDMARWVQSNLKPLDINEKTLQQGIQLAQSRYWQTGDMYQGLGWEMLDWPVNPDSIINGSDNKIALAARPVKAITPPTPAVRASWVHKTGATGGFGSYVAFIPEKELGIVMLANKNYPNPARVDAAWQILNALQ
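AmpC (5.3 nM in the dispensed reagent) in 20 mM phosphate pH 7.0 with 0.01% (detergent screen) or 0.0001% Triton X-100 was preincubated with compounds for 15 min at room temperature. Nitrocefin was then added from an 800 uM solution, and hydrolysis was followed at 480 nm.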
Pf growth 96h – inhibits malaria parasite growth, 96 h; P. falciparum luciferase reporter growth, 96 h; Potency, µM (titrated, usually from 28.7 µM), inactives show top-dose activity change, negative = inhibition, most hits filed as inhibitors; 6.9% of 320,000 active; also: potency is read from the fitted curve at half-maximal effect; % is scaled to controls: 0 for no effect and ±100 for the full control effect
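Cell-based qHTS: luciferase-tagged P. falciparum in erythrocytes (2% hematocrit, 0.05% parasitemia final) incubated with compounds for 96 hours, 37 C, 5% CO2; luciferase detection reagent then added and luminescence measured.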
Starred values were filed as active, the others as inactive; ? = inconclusive; . = not tested or not shown; & = joins results of further samples; [ ] = remark or other dose. Unless noted, calls follow the shape of the dose curve; as a rule, active = well fitted curve in the direction sought with a large enough effect; inconclusive = small, poorly fitted or top-dose-only effect, or another doubt; inactive = no such curve, though single readings can be large; an effect the other way counts as inactive or inconclusive.

Values run as follows: Cycloheximide cs, Pf growth 96h, Pf growth 48h, LmPK inhibitor, Shiga inhibitor, Tb PYK inh, AmpC no deterg
CCCCCOC(=O)Cc1c(O)c2ccccc2[nH]c1=O
  9, -39%, 1%, 3%, -2, -7%, -15%
CC(=O)N(C1=C(N)C(=O)c2ccccc2C1=O)c1ccccc1
  -1, 9.3µM*, ?, 0%, 2, -1%, -7%
CC1CCN(CC(=O)Nc2cccc([N+](=O)[O-])c2)CC1
  2, 145%[activator], 2%, -6%, -18, 0%, -24%
COC(=O)c1cc(C(=O)Nc2ccc(C)cn2)cc([N+](=O)[O-])c1
  -1, 12µM*, 18%, -1%, -5, 8%, -21%
COc1ccc(CCNC(=O)CCc2nnc(Cc3ccc4c(c3)OCO4)o2)c(OC)c1
  -2, 0%, -5%, 1%, -7, 0%, 72%[activator]
Cc1ccc(O)c(CP(=O)(c2ccccc2)c2ccccc2)c1
  -1, ?, ?, 2%, -1, 0%, -30%
COCCCNC(=O)c1cn(CC(C)C)c(=O)c2c1c1ccccc1n2C
  -4, ., ., 11%, -13, ?, 25%
Cc1oc2ccc(O)cc2c1C(=O)c1ccccc1
  15*, -4%, 50%, -2%, 45, 0%, -34%
NC(=O)NC(Cc1ccccc1)C(=O)N1CCN(S(=O)(=O)c2ccc(Cl)cc2)CC1 (stereo not drawn)
  ., ?, -27%, ., ., -22%, 106%[activator]
C=CCOC(=O)C1=C(C)N=C2SCCC(=O)N2C1c1ccc(OC(=O)c2ccco2)cc1 (stereo not drawn)
  -1, ., ?, -1%, -11, ., 29%
CCC1(C)Cc2ccccc2-c2nc3n(c(=O)c21)CC(C(=O)O)S3 (stereo not drawn)
  -4, 15%, ?, -4%, 6, -1%, -13%
Brc1ccc2nc(N3CCN(c4ccccc4)CC3)sc2c1
  47*, 260%[activator], 230%[activator], 1%[11.5 µM], 156*, 1%, -27%
COc1ccccc1C(=O)N/C(=C\c1ccc(Br)cc1)C(=O)NCCCO
  -2, -2%, 23%, -5%, -16, -1%, 59%
O=C1NC(=S)N/C1=C/c1cc([N+](=O)[O-])ccc1N1CCOCC1
  10, ?, 45%[activator], -1%, -4, 0%, -12%
CCOC(=O)C1CCN(S(=O)(=O)c2ccc3oc(=O)ccc3c2)CC1
  -4, 32%, -5%, 2%, -12, 2%, 2%
CCc1ccccc1NC(=O)c1nnn(CC(=O)Nc2cccc(C)c2)c1N
  1, -23%, -2%, -1%, -3, 0%, -15%
CCC(=O)c1ccc(OCC(O)CN2CC(C)OC(C)C2)cc1 (stereo not drawn)
  -3, -25%, -1%, 0%, 2, -13%, 18%
COc1ccc(NC(=O)N(Cc2cc3cc(C)ccc3[nH]c2=O)CC2CCCO2)cc1 (stereo not drawn)
  -2, -13%, 3.3µM*, 9%, -6, -1%, 4%
CC1(NC(=O)NCc2ccccc2)CCS(=O)(=O)C1 (stereo not drawn)
  -3, ?, 17%, 1%, -4, -6%, -18%
CCn1ncc(C2=NOC(C(=O)Nc3cnn(C45CC6CC(CC(C6)C4)C5)c3)C2)c1C (stereo not drawn)
  -2, 0%, 5.9µM*, 6%, -7, -7%, 119%[activator]
COC(C[C@H](O)[C@H](C)[C@@H](O)COCc1ccccc1)OC
  -3, 17%, 50%[activator], 0%, -4, 2%, -7%
CC(=O)c1cccc(N(C(=O)CNC(=O)c2ccco2)C(C(=O)NCC2CCCO2)c2ccccc2)c1 (stereo not drawn)
  -1, 25%, -6%, -5%, 7, -1%, 18%
O=C(CSc1ncn[nH]1)Nc1nc(-c2ccccc2)ns1
  34*, ., 102%[activator], 4%, 49*, 1%, -12%
Nn1c(SCC(=O)N2CCOCC2)nnc1-c1cccnc1
  ., 10%, 2%, ., ., -8%, -4%
Cc1c(N2C(=O)c3ccc4c5c(ccc(c35)C2=O)CC4)c(=O)n(-c2ccccc2)n1C
  -3, 6%, 2%, 2%, -6, -5%, -7%
Cc1cc(C)n2nc(C(=O)OCC(=O)NC(=O)c3ccccc3)nc2n1
  ., 16%, 20%, ., ., 4%, -8%
Cc1cccc(OCCNc2ccc([N+](=O)[O-])cn2)c1
  6, -24%, 14%, 1%, 16, -3%, -32%
COc1ccc(C)cc1NC(=O)C1CCCN(S(=O)(=O)c2ccc3c(c2)CCCN3C(C)=O)C1 (stereo not drawn)
  -2, ?, ?, 7%, -15, -8%&-6%, 164%[activator]
Cc1cccn2c(=O)c3cc(C(=O)NCc4cccnc4)c(=N)n(C)c3nc12
  -10, ., -3%, -5%, -20, ., -12%
Cc1cnc(CNC(=O)C2CCC(=O)N(CCc3ccc(Cl)cc3)C2)cn1 (stereo not drawn)
  4, ?, -7%, -7%, 8, 0%, 98%[activator]
COc1ccc(Nc2c([N+](=O)[O-])ccc3c2=NC2(CCCCC2)N=3)cc1
  4, 42%[activator], ?, -6%, 9, -12%, -4%
CCC(=O)c1ccc(OCC(O)CNC(C)c2ccccc2)cc1 (stereo not drawn)
  -1, -23%, -16%, -5%, -2, -7%, -11%
CC(C)OCCCN1CN(S(=O)(=O)c2cccc(Cl)c2)c2nc3ccccc3nc21
  22*, 9.3µM*, ?, 0%, 38*, -5%, 66%[activator]
O=C(NCc1ccco1)NCC(F)(F)F
  -4, ., 10%, -3%, -19, 1%, -13%
CCOc1ccccc1C1NC(=O)NC(C)=C1C(=O)OC1CCCCC1 (stereo not drawn)
  1, ., ?, 4%, -4, -3%, -17%
Cc1nc(NC(=O)c2ccc3c(c2)OCO3)ccc1Br
  46*, 21%, 133%[activator], -12%, 55*, 0%, -27%
CCOCCCNC(=O)/C(C#N)=C/c1cc(OC)c(O)c([N+](=O)[O-])c1
  -5, 55%[1.15 µM], 0%, 1%, 2, 5%, -28%
O=C(COc1ccccc1)Nc1c2c(nn1-c1ccccc1)CS(=O)(=O)C2
  -3, 5%, ?, -3%, -8, -4%, 2%
CCCN1CCC(NCC(C)c2ccccc2)CC1 (stereo not drawn)
  -1, 4%, ?, -4%, -6, -1%, -9%
CCCN(C(=O)c1ccc(-n2cncn2)c([N+](=O)[O-])c1)C1CCS(=O)(=O)C1 (stereo not drawn)
  ., 11%, 17%, ., ., 6%, -13%
Cc1ccc(CNC(=O)c2c(-c3ccccc3Cl)noc2C)cc1
  -4, -27%, 22%, -4%, -6, 1%, 0%
Cc1ccc(C(=O)CSc2nc3ccccc3o2)cc1
  26*, ?, ., -2%, 50, 7%, -25%
CC1CCc2nc3ccccc3c(C(=O)OCC(=O)N(C)C3CCS(=O)(=O)C3)c2C1 (stereo not drawn)
  5, ?, ?, 2%, 13, -2%, -4%[11.4 µM]
O=C(c1cc(-c2ccc(Cl)cc2)n[nH]1)N1CCc2ccccc2C1
  -5, 10%, 5%, 15%, -4, 6%, -58%
O=C(Cc1ccccc1)NCC(=O)OCC(=O)c1cccc([N+](=O)[O-])c1
  -2, 15%, 26%, -5%, 14, -3%, -8%
CCN(Cc1ccccc1)C(=O)C1CCN(c2ncnc3c2nc2n3CCCCC2)CC1
  -3, 51%[activator], ?, 5%, 14, 1%&2%, 123%[activator]
NC(=O)COC(=O)CN1C(=O)C2CCCCC2C1=O (stereo not drawn)
  1, ?, 9%, 0%, -8, -4%, -32%
COc1ccc(/C(N)=N/OC(=O)CSc2ccccc2)cc1OC
  55*, ., 91%[activator], 9%, 68, 0%, 43%
CCN(CC)S(=O)(=O)c1ccc(NN=C2CCN(C(C)C)CC2)c([N+](=O)[O-])c1
  -3, 12%, -19%, 7%, 12, 4%, 68%
CCOC(=O)N1CCN(C(=O)c2ccc3c(=O)n(CCc4ccccc4)c(=S)[nH]c3c2)CC1
  -1, 8.3µM*, ?, 1%, -2, -14%, -17%
CCN1C(=O)c2cccc3c(NC(=O)c4cccc(N5C(=O)CCC5=O)c4)ccc1c23
  -1, 38%[activator], -10%, 2%, -11, 9%, -11%
N#Cc1cc(O)c(-n2nnc3ccccc32)cc1C#N
  12, -27%, 22%, -2%, -8, 0%, -14%
COc1cccc(COC(=O)c2ccc3c(=O)n4c(nc3c2)CCC4)c1OC
  ., ?, 13µM*, ., ., -4%, 96%[activator]
CCC(=O)N1CCc2cc(Br)cc(S(=O)(=O)NCCN3CCCCC3C)c21 (stereo not drawn)
  -1, ?, 3%, 3%, -20, -3%, -9%
O=C(COc1ccc(S(=O)(=O)NCc2ccccc2)cc1Cl)N1CCOCC1
  -1, ., -8%, -2%, -8, 2%, 3%
CCn1cc(/C=C(\NC(=O)c2cc(OC)c(OC)c(OC)c2)C(=O)N2CCN(C)CC2)c2ccccc21
  -4, 19%, ?, -2%, -6, 6%, 177%[activator]
Cc1nc(SCC(=O)N2CC(=O)Nc3ccccc32)nc(C)c1C
  -2, -28%, 5%, 5%, -2, -8%, -6%
Cc1nc2c(C#N)c(C)[nH]n2c(=O)c1Cc1ccccc1
  2, 19%, 17%, -2%, -18, -4%, -21%
COc1cc(/C=C/C(=O)OCC(=O)NCCc2ccccc2)ccc1OC(F)F
  0, 48%[activator], 98%[activator], -3%, -8, -2%, 21%
O=c1c(Cc2ccccc2O)c(O)nc2n1CCCS2
  -3, ?, 18%, 3%, -15, 3%, -10%

Fetched by compound from the entries so far (3):
Values run as follows: Cycloheximide cs, Pf growth 96h, Pf growth 48h, LmPK inhibitor, Shiga inhibitor, Tb PYK inh, AmpC no deterg
NC(=O)NC(Cc1ccccc1)C(=O)N1CCN(S(=O)(=O)c2ccc(Cl)cc2)CC1 (stereo not drawn)
  ., ?, -27%, ., ., -22%, 106%[activator]
CC(=O)c1cccc(N(C(=O)CNC(=O)c2ccco2)C(C(=O)NCC2CCCO2)c2ccccc2)c1 (stereo not drawn)
  -1, 25%, -6%, -5%, 7, -1%, 18%
Cc1nc(SCC(=O)N2CC(=O)Nc3ccccc32)nc(C)c1C
  -2, -28%, 5%, 5%, -2, -8%, -6%

Later entries.
Values run as follows: Cycloheximide cs, Pf growth 96h, Pf growth 48h, LmPK inhibitor, Shiga inhibitor, Tb PYK inh, AmpC no deterg
CCOc1ccc2cc(C#N)c(SCC(=O)N3CCC(C)CC3)nc2c1
  1, 29%, 9.3µM*, 0%, -5, -12%, -3%
CC(=O)OC(C)CS(=O)(=O)c1ccccc1 (stereo not drawn)
  -5, 35%[activator], -3%, 5%, -7, 3%, -10%
O=C(N/N=C/c1ccsc1)c1ccc2ccccc2n1
  41*, 6%, 0%, -1%, 74*, -7%, -32%
Cc1cc(C(=O)OC(C)C(=O)Nc2cccc(S(=O)(=O)N3CCOCC3)c2)c(C)o1 (stereo not drawn)
  1, -10%, ., -1%, -8, -1%, 15%
